# From PubChem
# PAX8 inh HTS = inhibitors of PAX8-driven TPO luciferase reporter, primary screen, RMG-I cells, single concentration. 360,000 compounds, 1.2% hits. AID 652154, 2013. SteadyGlo, 24 h. inhibition, % at 12.6 µM;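 active = mean replicate inhibition at least 60% with every replicate also reaching 60%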;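 also: luciferase light reporting Pax8 driven TPO promoter activity; plate controls were median of neutral control wells for no effect and mitoxantrone controls for full effect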
# ARNT TACC3 PPI = disruptors of ARNT/TACC3 protein interaction, primary screen, biochemical, AlphaScreen, single concentration; Transforming acidic coiled-coil-containing protein 3 (Homo sapiens), Q9Y6A5; AlphaScreen His-ARNT PAS-B/GST-TACC3 binding, luminescence; TACC3 fragment carries E629A point mutation; inhibition, % at 9.99 µM; 390,000 compounds, 0.66% hits;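 active = mean inhibition of replicates at least 50% and at least half of replicates each reaching 50%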;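 also: 0% = complete ARNT plus TACC3 wells and 100% = ARNT alone without TACC3; many hits fall short of the cut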
# PGC1a acetyl inh = inhibitors of PGC1a acetylation signal, primary screen, cell-based, U2OS, AlphaScreen, inhibitor mode; AlphaScreen anti-acetyl-lysine; with virally co-expressed GCN5 acetyltransferase; inhibition, % at 15.6 µM; 350,000 compounds, 0.17% hits; AID 651687, 2012;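 active = every replicate shows inhibition of at least 40%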;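 also: 0% = neutral control wells and 100% = positive control wells; some results beyond the cut were filed as inactive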
# Statin myotox sup = suppressors of statin myotoxicity in C2C12 myotubes, primary screen, cell-based, single point, plate reader. C2C12 myotubes + simvastatin, ATP luminescence, 48 h; scaled: DMSO 0, geranylgeraniol control 100. rescue of ATP level, % at 7.49 µM. 330,000 compounds, 0.78% hits;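 active = mean ATP rescue above about 67%, or every replicate alone reaching that limit, limit read from the data, passing the limit was not always enough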;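 also: myotubes were challenged with 10 µM simvastatin during compound exposure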
# LGR2 inh = inhibitors of bursicon-induced LGR2 CRE-luciferase signal, primary screen, cell-based, HEK293, CRE-luciferase reporter, bursicon stimulation | AID 720647, 2013 | 380,000 compounds, 0.35% hits | bursicon-stimulated, 4 h | Drosophila bursicon receptor LGR2 (rickets) | inhibition, % at 9.99 µM;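 active = drop in luminescence signal, shown as inhibition above about 50% in the replicate tests, limit read from the data, passing the limit was not always enough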;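 also: agonist challenge used bursicon conditioned medium at about half maximal strength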
# PglD DTNB = C. jejuni PglD acetyltransferase inhibitors, primary screen, biochemical, DTNB colorimetric, single point; UDP-N-acetylbacillosamine N-acetyltransferase PglD (Campylobacter jejuni); purified PglD enzyme, DTNB colorimetric CoA detection; inhibition, % at 12.5 µM; 360,000 compounds, 0.098% hits; AID 602405, 2012; in the data active = inhibition above about 16%, passing the limit was not always enough; also: strong numbers were not always called active
# Cneo AK release = Cryptococcus neoformans cell lysis inducers, primary screen, AK release luminescence, single concentration; C. neoformans lysis, adenylate kinase release luminescence, 4 h; normalised: neutral wells 0, clomiphene wells 100; 360,000 compounds, 0.2% hits; lysis activity, % at 15 µM;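 active = mean lysis activity across replicates of at least 80%, whatever share of replicates individually reach that level; inactive = mean lysis activity below 80%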
#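 Material: C. neoformans cells; Schedule: 4 h static compound exposure, 37 °C, read 1 h post-reagent; Measured by: adenylate kinase release luminescence; Read-out: signal increase indicating cell lysis; Controls: Clomiphene as positive lysis control.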
# GSIS activator = GLuc luminescence reporter in INS-1E cells, primary screen for activators of glucose-dependent secretion of insulin; 370,000 compounds, 0.61% hits; activation, % at 16.6 µM; INS-1E GLuc reporter insulin secretion, 2-3 h;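 active = lowest replicate activation of at least 40%, so every replicate reaches that level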;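 also: 0% = median of neutral control wells and 100% = median of IBMX positive control wells; some compounds called inactive have numbers as strong as hits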
# * hit, by the source's call; nt = not tested or not shown. Not a hit list; overall some 2.9% were active at least once.
SMILES,PAX8 inh HTS,ARNT TACC3 PPI,PGC1a acetyl inh,Statin myotox sup,LGR2 inh,PglD DTNB,Cneo AK release,GSIS activator
CC(C)(C)c1cc(C(=O)NCc2ccccc2)ccn1,-34,0,10,7,nt,0,0,nt
CC(=O)c1ccc(S(=O)(=O)Nc2ccc(C(=O)NCC(c3ccco3)N3CCCC3)cc2)cc1 (stereo not drawn),-1,nt,nt,14,-15,1,0,nt
COc1ccccc1NC(=O)C1=C(C)NC(SCC(=O)Nc2ccc(C(=O)O)cc2)=C(C#N)C1c1cccs1 (stereo not drawn),1,-4,-3,0,0,10,1,-11
O=C(Nc1nnc(C(F)(F)F)s1)c1ccc(N2C(=O)C3C4C=CC(C4)C3C2=O)cc1 (stereo not drawn),nt,-5,nt,6,nt,4,-6,nt
N#C[C@@H]1[C@@H](c2ccccc2C2=CCCCC2)[C@H](CO)N1C(=O)c1ccccn1,4,nt,-5,nt,4,nt,nt,-5
Cc1nnnn1-c1cccc(C(=O)O)c1,nt,0,1,1,nt,-2,0,nt
NS(=O)(=O)c1cccc(NC(=O)Cc2ccc(Cl)c(Cl)c2)c1,0,-9,9,nt,18,6,-1,-20
CCSc1nc2ccccc2n1CCC(=O)O,nt,-4,2,8,nt,4,7,nt
O=C(Cc1ccccn1)N[C@H]1CC[C@H](CCNC(=O)c2cc(Cl)cc(Cl)c2)O[C@H]1CO,6,25,3,-3,-4,-1,2,10
CO[C@H]1CN(C)C(=O)c2ccc(NS(=O)(=O)c3ccccc3)cc2OC[C@H](C)N(Cc2nccs2)C[C@H]1C,nt,-1,-9,6,4,0,2,-16
Cc1c(Cl)cccc1NC(=O)CCC(=O)NNC(=O)c1ccccc1Cl,nt,25,1,17,nt,3,3,nt
COc1ccc(NC(=O)C(C/C=C(/C)Cl)C(C)=O)cc1 (stereo not drawn),nt,-3,1,3,nt,4,-3,nt
O/N=C(/c1ccc(F)cc1)C1CC1c1c(F)cccc1Cl (stereo not drawn),-16,-35,nt,-6,19,-6,2,0
CCOC(=O)N1CCN(C(=O)CCc2c(C)nc3c(c(C)nn3-c3ccc(C)c(C)c3)c2C)CC1,nt,-2,-14,-7,nt,-2,1,-32
C=C(C)CSCc1nc2ccccc2[nH]1,nt,-3,-3,nt,nt,2,0,nt
CC(O)CN=c1cc(-c2ccccc2)oc2ccc(Cl)cc12 (stereo not drawn),nt,5,nt,-2,-86,-3,-7,12
C[C@@H]1CN([C@H](C)CO)C(=O)Cc2cc(NC(=O)NC3CCCCC3)ccc2O[C@@H]1CN(C)Cc1ccc(C(=O)Nc2ccccc2N)cc1,16,nt,0,nt,-2,nt,nt,11
COc1ccc(S(=O)(=O)N(C)C[C@H]2Oc3cc(-c4ccccc4OC)ccc3S(=O)(=O)N([C@H](C)CO)C[C@H]2C)cc1,11,16,6,-75,17,2,2,-14
COc1ccc(C#Cc2ccc([C@H]3[C@H]4CN(S(=O)(=O)c5ccccc5)CCCCN4[C@H]3CO)cc2)cc1,-136,-5,-2,4,-42,-1,7,0
CCC(=O)N[C@H]1C=C[C@@H](CC(=O)NCC2CC2)O[C@H]1CO,-28,nt,-10,nt,12,nt,nt,-6
CCOc1ccc(C(=O)NCC(=O)OCC(=O)Nc2ccccc2OC)cc1,-26,-1,-2,5,nt,-6,-2,nt
Cc1noc(C)c1NC(=O)Nc1ccc2c(c1)C(=O)N([C@H](C)CO)C[C@H](C)[C@@H](CN(C)C)OCCCC[C@H](C)O2,-17,nt,0,-3,-19,nt,nt,38
Fc1ccccc1CNC(=S)NCc1ccc(Cl)cc1,-19,-6,nt,-1,-8,0,194*,-27
COc1ccc(-c2nc(Cc3ccc(Cl)cc3)no2)cc1OC,nt,-3,-35,nt,nt,-1,5,nt
CCOC(=O)c1ccccc1NC(=O)C1CSC2(C)CCC(=O)N12 (stereo not drawn),-3,-6,2,1,-3,5,-4,8

# Single records (already shown):
# N#C[C@@H]1[C@@H](c2ccccc2C2=CCCCC2)[C@H](CO)N1C(=O)c1ccccn1 in the list: PAX8 inh HTS: 4; ARNT TACC3 PPI: nt; PGC1a acetyl inh: -5; Statin myotox sup: nt; LGR2 inh: 4; PglD DTNB: nt; Cneo AK release: nt; GSIS activator: -5
# O/N=C(/c1ccc(F)cc1)C1CC1c1c(F)cccc1Cl (stereo not drawn) in the list: PAX8 inh HTS: -16; ARNT TACC3 PPI: -35; PGC1a acetyl inh: nt; Statin myotox sup: -6; LGR2 inh: 19; PglD DTNB: -6; Cneo AK release: 2; GSIS activator: 0

# Next structures:
SMILES,PAX8 inh HTS,ARNT TACC3 PPI,PGC1a acetyl inh,Statin myotox sup,LGR2 inh,PglD DTNB,Cneo AK release,GSIS activator
CCCCCCN1C[C@H](n2cc(COC(=O)c3ccccc3)nn2)[C@@H](O)C[C@@H]1c1ccccc1,5,nt,-7,5,3,-6,0,1
CC(C)NC(=O)Nc1ccc2c(c1)C(=O)N([C@H](C)CO)C[C@@H](C)[C@H](CN(C)S(C)(=O)=O)O2,1,1,1,-82,0,-2,-2,16
Cc1cc(Cl)c(S(=O)(=O)NC2CCCCC2)cc1OCC(=O)Nc1nncs1,nt,21,-3,0,nt,9,1,nt
S=C(NCCCN1CCOCC1)Nc1ccc(N2CCOCC2)cc1,-15,-5,nt,nt,22,-8,2,-11
Cc1ccc(/C=N/NC(=O)c2ccc(OC3CCCC3)cc2)o1,-5,-8,-4,nt,-4,3,2,-4
Cc1noc(C)c1NC(=O)N(C)C[C@H]1Oc2ccc(NC(=O)Cn3cnnn3)cc2C(=O)N([C@H](C)CO)C[C@H]1C,nt,-9,4,23,-12,3,0,5
Cc1ccc(N2C(=O)CC(Sc3ccccc3C(=O)O)C2=O)cc1C (stereo not drawn),11,-10,-3,-3,-12,nt,nt,-22
O=C(NCc1ccncc1)C1CCCN(S(=O)(=O)Cc2ccccc2)C1 (stereo not drawn),-12,-11,0,nt,nt,-4,-3,nt
COc1ccc(NC(=O)N(C)C[C@@H]2Oc3ccc(NC(=O)CCN4CCOCC4)cc3C(=O)N([C@@H](C)CO)C[C@H]2C)cc1,-19,2,3,-32,23,1,-1,-1
COc1ccc(-c2ccc(CN3C(CC(C)C)C(=O)N(Cc4cn(Cc5ccco5)nn4)CCS3(=O)=O)cc2)cc1OC (stereo not drawn),-20,nt,-8,6,-6,5,0,-2
COc1ccc(NC(=S)N(C)CC2COc3ccccc3O2)cc1 (stereo not drawn),1,1,3,5,16,3,-2,-4
O=[N+]([O-])c1ccc(/C=N/n2c(C3CCCCC3)n[nH]c2=S)cc1,nt,10,26,4,nt,-4,2,nt
COc1ccc(CCn2c(NN=C3CCCCC3)nc3c2c(=O)[nH]c(=O)n3C)cc1,nt,13,0,nt,nt,2,-3,nt
Cc1ccc(N(C(=O)c2csnn2)C(C(=O)NC(C)(C)C)c2cccs2)cc1 (stereo not drawn),nt,-4,-8,10,20,2,-1,-20
COc1ccc(Nc2nc(C)cc(C)c2C#N)c(OC)c1,-44,4,nt,-11,-9,2,-1,-4
C[C@@H]1CCCCO[C@@H](CN(C)S(=O)(=O)c2cccs2)[C@@H](C)CN([C@H](C)CO)C(=O)c2cc(NS(=O)(=O)c3ccc(F)cc3)ccc2O1,15,-2,6,nt,-3,1,-5,12
CCOC(=O)c1nc(C)nc(Sc2n[nH]c(-c3cc(Cl)cc(Cl)c3)n2)c1C,-6,0,nt,nt,-5,nt,nt,0
O=c1[nH]c2cc(Cl)c([N+](=O)[O-])nc2[nH]1,7,2,nt,nt,32,nt,nt,49
COCCN(C(=O)c1ccccc1F)c1c(N)n(Cc2ccccc2)c(=O)[nH]c1=O,19,-5,nt,nt,-4,nt,nt,-13
NS(=O)(=O)c1cc(C(=O)OCC(=O)N2CCOCC2)ccc1Cl,-8,-3,6,44,-5,-1,2,7
COc1ccc(NC(=O)Nc2ccc3c(c2)C(=O)N([C@@H](C)CO)C[C@H](C)[C@H](CN(C)C(=O)NC2CCCCC2)OCCCC[C@@H](C)O3)cc1,-9,14,21,nt,16,2,2,-2
O=C(CSc1n[nH]c(-c2ccc(Cl)cc2Cl)n1)Nc1ccccn1,nt,-2,0,5,nt,3,0,nt
COc1ccc(S(=O)(=O)Nc2ccc3c(c2)C(=O)N([C@@H](C)CO)C[C@H](C)[C@@H](CN(C)S(C)(=O)=O)O3)cc1,nt,nt,5,nt,4,3,0,2
CC1Oc2ccccc2N(CC(=O)Nc2ccc3c(c2)OCCO3)C1=O (stereo not drawn),nt,-5,-8,0,nt,3,1,nt
c1ccc(-n2nnnc2-n2cnc3ccccc32)cc1,nt,2,-11,12,-6,-1,-1,5
CO[C@@H]1CN(C)C(=O)c2cc(NC(=O)C3CCOCC3)ccc2OC[C@@H](C)N(C(C)=O)C[C@@H]1C,-3,-6,16,4,0,8,-3,6
C[C@H](CO)N1C[C@H](C)[C@@H](CN(C)C(=O)CCC(F)(F)F)OCCCC[C@H](C)Oc2ccc(NS(=O)(=O)c3cccs3)cc2C1=O,9,0,-1,nt,-34,5,-4,-3
CSC1=C(C#N)C(CC(C)C)C(C(C)=O)=C(C)N1 (stereo not drawn),nt,-15,5,nt,1,-6,-1,6
CC(C)CC#Cc1ccc2c(c1)O[C@H](CN(C)C(=O)NC(C)C)[C@@H](C)CN([C@H](C)CO)S2(=O)=O,nt,8,-3,26,3,-1,1,-22
CCn1c(CNc2ccc(OC)cc2)nnc1SCC(=O)N1CCCc2ccccc21,1,6,5,18,nt,1,-2,nt

# A second format for two compounds above:
Molecule | PAX8 inh HTS | ARNT TACC3 PPI | PGC1a acetyl inh | Statin myotox sup | LGR2 inh | PglD DTNB | Cneo AK release | GSIS activator
Cc1ccc(/C=N/NC(=O)c2ccc(OC3CCCC3)cc2)o1 | -5 | -8 | -4 | nt | -4 | 3 | 2 | -4
CC(C)NC(=O)Nc1ccc2c(c1)C(=O)N([C@H](C)CO)C[C@@H](C)[C@H](CN(C)S(C)(=O)=O)O2 | 1 | 1 | 1 | -82 | 0 | -2 | -2 | 16

# Single entries from above:
# Value for `COc1ccc(NC(=S)N(C)CC2COc3ccccc3O2)cc1` (stereo not drawn) in PAX8 inh HTS: 1
# Value for `C[C@H](CO)N1C[C@H](C)[C@@H](CN(C)C(=O)CCC(F)(F)F)OCCCC[C@H](C)Oc2ccc(NS(=O)(=O)c3cccs3)cc2C1=O` in LGR2 inh: -34
